Screening results: PubChem BioAssay, several laboratories
MEP2 TOR yeast = modulators of MEP2-GFP levels in yeast, primary screen, S. cerevisiae, multiplex flow cytometry, MLPCN library; S. cerevisiae MEP2-GFP strain, 3 h; 100% = DMSO control level; GFP response vs DMSO, % at 10 µM; hit rate 0.51% among 330,000; AID 2016, 2009;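 active = GFP response versus DMSO above a set limit, roughly screen mean plus 3 SD, cut at about 180% in these data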;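 also: median GFP fluorescence of the barcode-gated MEP2-GFP cells per well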
LAP4-GFP MLPCN = modulators of LAP4-GFP expression in yeast, primary screen, S. cerevisiae, multiplex flow cytometry, MLPCN library; 3 h; median GFP as percent of DMSO wells; GFP response vs DMSO, % at 10 µM; hit rate 0.34% among 320,000; AID 2023, 2009;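 active = GFP response vs DMSO above a set limit, about the screen mean plus 3 SD, cut at about 150% in these data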
EBNA-1 inh = EBNA-1 DNA-binding inhibitors, primary screen, biochemical, fluorescence polarization. inhibition, % at 14.8 µM. hit rate 0.34% among 300,000; in the data active = inhibition above about 28%
RPL19A TOR yeast = RPL19A-GFP expression modulators in yeast, primary screen, cell-based, S. cerevisiae, multiplex flow cytometry, MLPCN | percent response vs DMSO, % at 10 µM | AID 2025, 2009 | hit rate 0.3% among 330,000 | S. cerevisiae RPL19A-GFP strain, 3 h; stronger effect = lower value;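 active = percent response vs DMSO below 50%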;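 also: median channel GFP fluorescence of the barcoded RPL19A-GFP strain; ratio of sample median GFP to plate DMSO average so 100% = DMSO; lower means less RPL19A-GFP as with rapamycin TOR inhibition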
procasp3 activ = activators of human procaspase-3 D3A mutant, primary screen, biochemical, absorbance, PC-3 D3A mutant, single concentration | Caspase-3 (Homo sapiens), P42574 | recombinant procaspase-3 D3A, Ac-DEVD-pNA absorbance 405 nm | activation, % at 8.5 µM | hit rate 0.11% among 330,000 | AID 463141, 2010;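 active = activation above the mean of all tested compounds plus 3 SD, cut at about 21% in these data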;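 also: 0% = DMSO alone and 100% = DMSO wells spiked with extra 5 µM PC-3 D3A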
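System: Procaspase-3 D3A mutant. Medium: Zinc-free 300 mM NaCl, 50 mM HEPES, 0.01% Triton X-100. Schedule: 1 h preincubation plus 2 h reaction at 25 °C. Measured by: 405 nm absorbance of p-nitroaniline, reads at 0 and 120 min. Read-out: percent activation relative to control range.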
procasp7 counter = procaspase-7 activators, primary screen, counter-screen for procaspase-3 activator project, biochemical, absorbance, HTS, human | recombinant procaspase-7, Ac-DEVD-pNA absorbance 405 nm; D23A/D198A/D206A triple mutant, cannot self-cleave; scale: DMSO 0, 5 µM enzyme 100 | activation, % at 8.5 µM | hit rate 0.093% among 330,000;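 active = percent activation above the screen-wide mean plus 3 SD, cut at about 25% in these data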
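Test system: Procaspase-7 triple mutant (PC-7 D3A). Also added: Ac-DEVD-pNA substrate, 400 µM as added. Schedule: 1 h enzyme–compound preincubation and 2 h substrate reaction, both 25 °C. Signal: p-Nitroaniline absorbance at 405 nm, read at 0 and 120 min. Control set: low DMSO alone, high DMSO plus 5 µM PC-7.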
AHR act = AHR activators, primary screen, cell-based, luminescence, luciferase reporter, human; AHR-responsive luciferase reporter cells; activation, % at 5 µM; hit rate 2.5% among 320,000; AID 2796, 2010; in the data active = activation above about 47%;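 also: 0% = vehicle wells and 100% = reference agonist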
ZTA counter = ZTA (EBV) inhibition in EBNA-1 counter-screen; P03206; ZTA-DNA binding, fluorescence polarization; inhibition, % at 11 µM; hit rate 0.15% among 320,000; AID 2234; in the data active = inhibition above about 33%
* = called active by the depositor; / = no result given; [ ] = dose if it differs, or a comment.

no. | canonical_smiles | MEP2 TOR yeast | LAP4-GFP MLPCN | EBNA-1 inh | RPL19A TOR yeast
1 | CN1CCN(C2Cc3cc(F)ccc3Sc3ccc(Cl)cc32)CC1 (stereo not given) | 96 | 105 | 7 | 95
2 | COc1oc(-c2ccccc2C)nc1C(F)(F)F | 104 | 107 | -1 | 102
3 | Cc1ccc(C)c(C(=O)CN2C(=O)CCC2=O)c1 | 101 | 96 | -9 | 98
4 | COc1ccc(CNC(=O)c2cnn3c(C(F)F)cc(C)nc23)cc1 | 109 | 117 | 2 | 100
5 | OCC[C@H]1C[C@H](O)[C@@H](O)[C@@]2(Cc3ccccc3CO2)O1 | 96 | 105 | -8 | 98
6 | Cn1c(C(=O)O)cnc1Sc1ncc(C(F)(F)F)cc1Cl | 104 | 91 | -7 | 104
7 | N#Cc1c(N)n(-c2cccc(C(=O)O)c2)c2nc3ccccc3nc12 | 198*[may fluoresce violet] | 83[may fluoresce violet] | 9 | 61[may fluoresce violet]
8 | COc1ccc2c(c1)n([O-])c1c([n+]2=O)CCC1 | 120 | 108 | -3 | 98
9 | COc1ccc2c(CC(=O)N3CCN(S(=O)(=O)c4ccc(F)cc4)CC3)coc2c1 | 106 | 98 | / | 100
10 | CCOc1ccc(NC(=O)NCCN2CCN(c3cccc(C)c3C)CC2)cc1 | 102 | 110 | -3 | 100
11 | O=C(CSc1cccc[n+]1[O-])NN(c1ccccc1)c1ccccc1 | 106 | 109 | 0 | 104
12 | Cn1c(C23CC4CC(CC(C4)C2)C3)n[nH]c1=S | 103 | 89 | 9 | 92
13 | COc1ccc(OC)c(CNC(=O)Cc2c(C(=O)O)[nH]c3ccc(Cl)cc23)c1 | 88 | 88 | 7 | 88
14 | COc1ccc(-n2c(/C=C(\C)O)nc(=O)c3c(C)cc(C)nc32)cc1 | 96 | 94 | -7 | 96
15 | c1ccc(-c2nc(CSc3n[nH]c(-c4cccs4)n3)cs2)cc1 | 105 | 121 | -20 | 98

no. | procasp3 activ | procasp7 counter | AHR act | ZTA counter
1 | -3 | -6 | 1 | 12
2 | 4 | 1 | -2 | 14
3 | -2 | 8 | 4 | -4
4 | -11 | 3 | 31 | 8
5 | -1 | 7 | 3 | 11
6 | 3 | -2 | -2 | -2
7 | 1 | -5 | -1 | -6
8 | -3 | -10 | 3 | -3
9 | 1 | -2 | 1 | 8
10 | 10 | 0 | 0 | -22
11 | 2 | 4 | 3 | 5
12 | -11 | -3 | -2 | -1
13 | -1 | 0 | 4 | 9
14 | -5 | -12 | -3 | -6
15 | -1 | 4 | 41 | 0

MEP2 TOR yeast, hit marks shown above
No. | smiles | MEP2 TOR yeast | LAP4-GFP MLPCN | EBNA-1 inh | RPL19A TOR yeast | procasp3 activ | AHR act
7 | N#Cc1c(N)n(-c2cccc(C(=O)O)c2)c2nc3ccccc3nc12 | 198*[may fluoresce violet] | 83[may fluoresce violet] | 9 | 61[may fluoresce violet] | 1 | -1

Later entries
no. | canonical_smiles | MEP2 TOR yeast | LAP4-GFP MLPCN | EBNA-1 inh | RPL19A TOR yeast
16 | O=C(CN1C(=O)NC2NC(=O)NC21)NN=C1CCCC1 (stereo not given) | 111 | 105 | 4 | 116
17 | CC(=O)c1cccc(CN2CCN(C(C)C)C(CCO)C2)c1 (stereo not given) | 104 | 94 | 3 | 102
18 | O=[N+]([O-])c1cc(S(=O)(=O)NCCc2ccccn2)ccc1Cl | 116 | 111 | / | 115
19 | Brc1cccc(-c2cnc3n2CCCCC3)c1 | 105 | 101 | -11 | 98
20 | COc1ccccc1-c1c(C#N)c(N)nc2c1CCC2 | 106 | 103 | 11 | 94
21 | COC(=O)c1ccccc1NC(=O)C1CCCN(S(=O)(=O)c2ccccc2)C1 (stereo not given) | 95 | 102 | 4 | /
22 | CCCCC(CC)C1OCC(CN2CCCC2)O1 (stereo not given) | 95 | 89 | 1 | 98
23 | COc1ccc(-n2c(C)cc(C(=O)CSc3nnc(-c4cccs4)o3)c2C)cc1 | 116 | 106 | -4 | 98
24 | CCOC(=O)c1c(NC(=O)CC)sc(C(C)=O)c1C | 105 | 118 | -6 | 104
25 | O=C(N/N=C/c1ccc(Br)s1)c1ccc([N+](=O)[O-])cc1 | 91 | 92 | -3 | 97
26 | O=C(/C=C/c1ccc(F)cc1)NC(=S)Nc1ccccc1C(=O)NC1CCCCC1 | 103 | 102 | 10 | 105
27 | CCOC(=O)C(=O)NCC(c1cccs1)S(=O)(=O)c1ccc(F)cc1 (stereo not given) | 109 | 105 | -7 | 104
28 | COc1ccc(S(=O)(=O)N(C)CC(=O)NCCC2=CCCCC2)cc1OC | 93 | 104 | 0 | 99
29 | COc1cc([N+](=O)[O-])ccc1NC(=O)COC(=O)c1n[nH]c2ccccc12 | 100 | 94 | 0 | 102
30 | COc1cccc(CNC(=O)C(C)n2nc(C)n3c(cc4occc43)c2=O)c1 (stereo not given) | 103 | 110 | -10 | 101

no. | procasp3 activ | procasp7 counter | AHR act | ZTA counter
16 | 2 | 1 | 1 | -6
17 | -1 | -6 | 2 | -6
18 | 6 | 2 | 0 | 7
19 | 5 | -1 | 4 | 7
20 | -8 | 2 | 10 | 4
21 | -7 | 0 | 0 | -12
22 | 3 | 19 | 1 | -12
23 | -6 | 9 | 1 | -3
24 | -9 | -5 | -1 | 7
25 | -3 | -14 | 1 | 2
26 | -2 | -9 | -1 | 2
27 | 2 | 2 | 1 | -3
28 | 4 | -11 | -3 | 3
29 | -8 | 1 | 24 | 2
30 | 0 | -3 | 0 | -14

Filtered by structure: the entries above containing an aryl thioether with sulfur outside any ring.
no. | canonical_smiles | MEP2 TOR yeast | LAP4-GFP MLPCN | EBNA-1 inh | RPL19A TOR yeast
6 | Cn1c(C(=O)O)cnc1Sc1ncc(C(F)(F)F)cc1Cl | 104 | 91 | -7 | 104
11 | O=C(CSc1cccc[n+]1[O-])NN(c1ccccc1)c1ccccc1 | 106 | 109 | 0 | 104
15 | c1ccc(-c2nc(CSc3n[nH]c(-c4cccs4)n3)cs2)cc1 | 105 | 121 | -20 | 98
23 | COc1ccc(-n2c(C)cc(C(=O)CSc3nnc(-c4cccs4)o3)c2C)cc1 | 116 | 106 | -4 | 98

no. | procasp3 activ | procasp7 counter | AHR act | ZTA counter
6 | 3 | -2 | -2 | -2
11 | 2 | 4 | 3 | 5
15 | -1 | 4 | 41 | 0
23 | -6 | 9 | 1 | -3

(listing goes on)
no. | canonical_smiles | MEP2 TOR yeast | LAP4-GFP MLPCN | EBNA-1 inh | RPL19A TOR yeast
31 | O=C(CNS(=O)(=O)c1c(Cl)cccc1Cl)N1CCCCCC1 | 105 | 91 | -5 | 99
32 | Cc1ccc(S(=O)(=O)N2CCN(c3nc(CN4CCCC4)nc4sc(C)c(C)c34)CC2)cc1 | 92 | 92 | / | 96
33 | COc1ccc(N(Cc2cc(=O)[nH]c3ccccc23)C(=O)CCl)cc1 | 101 | 82 | -11 | 102
34 | Cc1cc(=O)[nH]c(N/N=C/c2cccc(Br)c2)n1 | 106 | 96 | 4 | 102
35 | O=C(CSc1cn(CCNC(=O)c2ccc3ccccc3c2)c2ccccc12)NCc1ccco1 | 96 | 95 | 0 | 97
36 | COCCNC(=O)c1cc(-c2ccc(OC)c(OC)c2)on1 | 91 | 87 | -11 | 89
37 | C[C@H](NC(=O)c1ccccc1Cl)C(=O)NCc1cccs1 | 66 | 99 | -5 | 97
38 | Cc1ccc(C(=O)C2C(c3ccc(-c4ccccc4[N+](=O)[O-])o3)NC(=O)NC2(O)C(F)(F)F)cc1 (stereo not given) | 105 | 112 | 8 | 109
39 | Cc1cc(C)nc(-n2nc(C)cc2NC(=O)CN2CCCC(C)C2)n1 (stereo not given) | 99 | 95 | 0 | 96
40 | O=C(Nc1cccc2c1CCCC2)c1ccccc1Cl | 102 | 93 | -1 | 101
41 | CCc1cc(C(=O)Cc2cnn(-c3ccccc3)c2)c(O)cc1O | 102 | 114 | 6 | 107
42 | NC(=O)CC(NC(=O)c1ccc(Br)cc1)c1ccc(N2CCCCCCC2)c([N+](=O)[O-])c1 (stereo not given) | 97 | 127 | 6 | 98
43 | CCOc1ccc(N2C(=O)CC(N(Cc3ccco3)C(=O)CC)C2=O)cc1 (stereo not given) | 100 | 97 | 14 | 105
44 | O=C(O)CSCC(=O)N1CCCCC1 | 103 | 103 | 0 | 107
45 | CCCNC(=O)c1ccccc1N1CCN(CCCCN2C(=O)C3CCCCN3C2=O)CC1 (stereo not given) | 105 | 94 | -8 | 104

no. | procasp3 activ | procasp7 counter | AHR act | ZTA counter
31 | 3 | -5 | 0 | -9
32 | 5 | 8 | -1 | -4
33 | 1 | 6 | 3 | -4
34 | 9 | 1 | 22 | -2
35 | -14 | -20 | 35 | -1
36 | -2 | 0 | -1 | -1
37 | 6 | 4 | 1 | -15
38 | 3 | 6 | 0 | 15
39 | -6 | 5 | 2 | -18
40 | -7 | 10 | 2 | -1
41 | -3 | -3 | 2 | 4
42 | -3 | -4 | 4 | -1
43 | 5 | -6 | 0 | 0
44 | 0 | 8 | -1 | 6
45 | 4 | -4 | 1 | -9

An excerpt from above, reduced to RPL19A TOR yeast and EBNA-1 inh.
No.	Compound	RPL19A TOR yeast	EBNA-1 inh
41	CCc1cc(C(=O)Cc2cnn(-c3ccccc3)c2)c(O)cc1O	107	6
42	NC(=O)CC(NC(=O)c1ccc(Br)cc1)c1ccc(N2CCCCCCC2)c([N+](=O)[O-])c1 (stereo not given)	98	6

(more compounds)
no. | canonical_smiles | MEP2 TOR yeast | LAP4-GFP MLPCN | EBNA-1 inh | RPL19A TOR yeast
46 | O=C(CSc1nc2c(c(=O)n1-c1ccc(F)cc1)SCC2)N1CCCC1 | 117 | 102 | -6 | 92
47 | O=C(CSc1nnc(NC2CCCCC2)s1)Nc1ccc(N2CCOCC2)cc1 | 104 | 100 | -2 | 95
48 | CCOC(=O)c1ccc(N/C=C/C(=O)c2ccco2)cc1 | 101 | 98 | 8 | 90
49 | COc1cc(C(=O)OC(C)C(=O)NCC2CCCCC2)cc(NC(=O)c2ccco2)c1OC (stereo not given) | 83 | 80 | -2 | 93
50 | O=C(Nc1cc(-c2ccccc2)nn1-c1ccccc1)c1ccccc1F | 90 | 141 | 10 | 93
51 | CCN1C(=O)[C@H]2[C@@H](c3ccc(C)cc3)N3C(=O)N(c4cccc(Br)c4)C(=O)[C@@]3(CC)[C@H]2C1=O | 93 | 125 | 1 | 95
52 | Cc1ccc(-c2csc3ncnc(N4CCN(C(=O)c5ccco5)CC4)c23)cc1 | 111 | 110 | / | 94
53 | COc1ccccc1C(=O)Nc1ccc(S(=O)(=O)N2CCOCC2)cc1 | 104 | 109 | -3 | 96
54 | COc1cccc(CNC(=O)c2cc(=O)[nH]c3ccc(S(=O)(=O)N4CCOCC4)cc23)c1 | 103 | 100 | / | 103
55 | C=CC[C@H](CC(=O)NCCO)C(=O)N[C@H](COC(=O)[C@@H](CC=C)CC(=O)OC(C)(C)C)Cc1c[nH]c2ccccc12 | 95 | 103 | / | 97
56 | Cc1cc(C)c(C)c(S(=O)(=O)N2CCN(C(=O)C3CCC3)CC2)c1C | 124 | 109 | 10 | 100

no. | procasp3 activ | procasp7 counter | AHR act | ZTA counter
46 | -3 | 6 | -2 | -1
47 | 0 | 5 | 2 | -8
48 | -9 | 3 | 0 | 4
49 | -2 | -5 | 7 | 4
50 | -4 | 10 | 4 | -6
51 | 2 | -16 | 2 | -8
52 | 1 | 8 | -1 | 15
53 | 3 | 1 | -6 | 13
54 | 4 | -3 | 0 | 2
55 | 2 | 8 | 0 | /
56 | 5 | 11 | 6 | -9

Not a hit list (roughly 3.8% active in at least one column).
